# Screening results as filed in PubChem BioAssay.
# Bcl-xL primary – inhibitors of human Bcl-xL. inhibition, % at 10.9 µM. 320,000 compounds, 0.7% hits. GST-Bcl-xL / FITC-Bim BH3 peptide fluorescence polarization. Q07817. AID 2129;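 active = inhibition above the mean of all tested compounds plus 3 SD, cutoff set per campaign, cut at about 30% in these data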;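 note: 0% = DMSO wells and 100% = unlabeled Bim-BH3 peptide competitor; inhibitors lower millipolarization by displacing the labeled peptide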
# MEX-5 binding – C. elegans MEX-5 TCR-2 RNA binding activity; AID 1832; MEX-5/FITC-TCR2 RNA binding, fluorescence polarization; active compounds read low; activity score (negative = inhibition of binding), % at 10 µM; Q9XUB2; 300,000 compounds, 0.38% hits;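 active = inhibition past about -25% in most replicates, and total fluorescence under double the plate's negative control median, limit read from the data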;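 note: 0% = DMSO and -100% = 5 µM competing unlabeled TCR2 RNA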
# GLD-1 RNA inh – GLD-1-TGE RNA interaction inhibition (C. elegans); Q17339; purified GLD-1 + fluorescein TGE RNA, fluorescence polarization; inhibition, % at 5.96 µM; 320,000 compounds, 0.44% hits; AID 2280;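 active = percent inhibition above a per-plate cutoff, the plate mean of test compounds plus 3 SD, cut at about 30% in these data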;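 note: 0% = DMSO wells with GLD-1 and probe and 100% = wells lacking GLD-1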
# PAD4 inh – PAD4 (human) enzyme inhibition. Q9UM07. recombinant PAD4, RCA probe fluorescence polarization. inhibition, % at 6.36 µM. 330,000 compounds, 0.41% hits;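 active = percent inhibition above a cutoff equal to the mean of all tested compounds plus 3 SD, cut at about 15% in these data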;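 note: 0% = PAD4 with RCA probe and DMSO and 100% = probe without PAD4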
# Target sequence (Q9UM07 whole entry, looked up): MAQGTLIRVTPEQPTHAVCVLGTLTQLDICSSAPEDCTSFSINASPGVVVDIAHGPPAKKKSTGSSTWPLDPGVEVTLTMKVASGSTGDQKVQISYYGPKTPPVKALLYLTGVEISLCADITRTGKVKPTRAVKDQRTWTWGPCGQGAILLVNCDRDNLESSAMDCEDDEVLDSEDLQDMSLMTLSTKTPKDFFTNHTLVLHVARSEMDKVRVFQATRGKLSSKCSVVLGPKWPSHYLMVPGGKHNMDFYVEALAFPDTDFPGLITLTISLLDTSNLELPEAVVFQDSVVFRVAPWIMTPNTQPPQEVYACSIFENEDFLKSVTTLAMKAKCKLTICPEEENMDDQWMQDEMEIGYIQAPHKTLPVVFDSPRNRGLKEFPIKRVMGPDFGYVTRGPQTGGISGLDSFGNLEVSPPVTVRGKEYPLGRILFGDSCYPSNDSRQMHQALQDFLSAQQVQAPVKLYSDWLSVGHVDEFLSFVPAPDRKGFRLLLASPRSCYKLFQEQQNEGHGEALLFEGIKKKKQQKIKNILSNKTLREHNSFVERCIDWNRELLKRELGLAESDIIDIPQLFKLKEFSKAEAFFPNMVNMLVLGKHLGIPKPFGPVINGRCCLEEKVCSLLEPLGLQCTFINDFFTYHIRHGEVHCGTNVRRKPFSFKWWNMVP
# Fam108B counter – counter-screen for RBBP9 inhibitors: inhibitors of mouse Fam108B; recombinant Fam108B, FP-Rh probe fluorescence polarization; inhibition, % at 9.51 µM; 300,000 compounds, 0.33% hits;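 active = inhibition above the screen mean inhibition plus 3 SD, computed separately per campaign, cut at about 18% in these data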;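 note: inhibitors lower polarization as less probe binds the enzyme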
# TPT1 inhibitor – C. albicans TPT1 enzyme inhibition; recombinant caTPT1, FP RNA substrate dephosphorylation; inhibition, % at 5 µM; 300,000 compounds, 0.81% hits; AID 1962;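 active = inhibition above the mean of all tested compounds plus 3 SD, set per screening campaign, cut at about 24% in these data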;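 note: plate controls were DMSO alone for no effect and ferristatin control at 100 nM for full effect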
# PME-1 inh – blocks human protein phosphatase methylesterase 1; Q9Y570; 320,000 compounds, 0.53% hits; recombinant PME-1, FP-Rh probe fluorescence polarization; inhibition, % at 5.9 µM;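 active = inhibition above the campaign mean of all compounds plus 3 SD, cut at about 26% in these data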;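 note: competitive labeling of PME-1 active site by serine hydrolase directed probe; 0% = PME-1 with DMSO and 100% = wells lacking PME-1 enzyme; inhibitors block probe labeling so polarization falls and inhibition rises; many of its hits are not listed in these tables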
# Target sequence (Q9Y570 whole entry, looked up): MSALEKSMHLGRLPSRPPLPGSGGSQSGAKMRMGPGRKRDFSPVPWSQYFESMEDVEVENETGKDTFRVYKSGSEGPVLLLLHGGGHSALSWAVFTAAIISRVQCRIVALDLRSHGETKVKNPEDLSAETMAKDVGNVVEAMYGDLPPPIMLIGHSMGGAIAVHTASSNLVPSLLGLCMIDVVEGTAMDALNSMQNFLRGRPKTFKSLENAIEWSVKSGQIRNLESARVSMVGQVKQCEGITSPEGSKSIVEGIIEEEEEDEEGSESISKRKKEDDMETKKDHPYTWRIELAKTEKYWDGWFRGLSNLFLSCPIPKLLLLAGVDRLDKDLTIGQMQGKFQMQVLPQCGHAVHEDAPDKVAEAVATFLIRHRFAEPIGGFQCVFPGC
# MCL1 BIM primary – disrupts human MCL1 binding to BIM-BH3 peptide; Q07820; GST-MCL1 / FITC-Bim-BH3 fluorescence polarization; inhibition, % at 10.9 µM; 320,000 compounds, 0.68% hits; AID 2057;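 active = inhibition above the mean inhibition of all tested compounds plus 3 SD, set per campaign, cut at about 40% in these data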;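 note: 0% = DMSO wells and 100% = unlabeled Bim-BH3 peptide control; higher means more loss of mP so more displacement of Bim peptide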
# GSTO1 inh – blocks human GSTO1 in RBBP9 counter-screen; P78417; recombinant GSTO1, activity-based probe fluorescence polarization; inhibition, % at 5.96 µM; 300,000 compounds, 1.1% hits; AID 1974;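 active = inhibition above the campaign mean inhibition plus 3 SD, cut at about 35% in these data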;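 note: 0% = GSTO1-1 with DMSO and 100% = wells lacking GSTO1-1 enzyme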
# * = called active by the depositor; x = not tested or not shown. Only part of the results is shown (hit frequency here may not be typical).
[1] CC(=O)OCC[n+]1c(C)n(-c2ccccc2)c2ccc(Cl)cc21
[2] O=C(Nc1ccc2oc(-c3ccccc3F)nc2c1)c1ccco1
[3] CCOC(=O)C1(CC2CC2)CCN(Cc2cc(Cl)c(O)c(OC)c2)CC1
[4] Cc1ccc(NC(=O)CN2C(=O)NC3(CCCC3)C2=O)c(Cl)c1
[5] CCOc1cc(/C=N/O)ccc1OCc1ccc(F)cc1
[6] O=C(CSc1nc2cc(C(F)(F)F)ccc2n1Cc1ccccc1)NC1CCS(=O)(=O)C1 (stereo not drawn)
[7] N#Cc1nc(-c2cccs2)oc1NCCCN1CCOCC1
[8] Cc1c(C)n2c(SCC(=O)N3CCN(c4ccccc4)CC3)nnc2[nH]c1=O

Compound	1	2	3	4	5	6	7	8
Bcl-xL primary	-11	5	-1	-3	5	1	1	-2
MEX-5 binding	4.4	-2.5	-0.2	1.3	-1.2	1.0	-1.2	-0.7
GLD-1 RNA inh	-2	2	1	-3	5	-2	2	0
PAD4 inh	-6	-5	-3	-2	0	0	1	2
Fam108B counter	-2	-5	1	1	-2	0	1	-1
TPT1 inhibitor	-2	0	-1	-3	0	0	3	3
PME-1 inh	-1	-8	-5	0	3	-1	0	1
MCL1 BIM primary	-11	1	-9	-1	15	-4	1	-3
GSTO1 inh	3	-7	16	-5	1	-6	-1	6

[9] c1ccc(OCCCn2nnc(-c3ccncc3)n2)cc1
[10] CC1(C)CC(=O)C2=C(C1)OC(N)=C(C#N)C2c1ccccc1 (stereo not drawn)
[11] CCn1c(N2CCN(S(=O)(=O)c3ccc(Cl)cc3)CC2)nc2ccccc21
[12] CN(Cc1cccc(F)c1)C(=O)c1ccccc1Sc1ccccc1C#N
[13] c1csc(-c2ccc(N3CCOCC3)nn2)c1
[14] Cc1cc2c3c(c1C)C1(C(=O)N3C(C)(C)CC2C)C(C#N)=C(N)Oc2n[nH]c(C)c21 (stereo not drawn)
[15] Cn1c(CSc2ncn[nH]2)nc2ccccc21
[16] COc1ccc2[nH]c(CN3CCN(C(C)C)C(CCO)C3)c(C)c2c1 (stereo not drawn)

Compound	9	10	11	12	13	14	15	16
Bcl-xL primary	-2	3	-5	1	8	0	2	2
MEX-5 binding	-0.3	-3.3	4.7	-2.6	-4.3	-0.3	15	0.2
GLD-1 RNA inh	0	3	4	1	2	2	-2	-1
PAD4 inh	-4	1	0	0	-2	1	-4	0
Fam108B counter	1	-3	0	-1	-1	-3	0	0
TPT1 inhibitor	1	-2	2	1	0	-4	-2	-1
PME-1 inh	-4	5	13	9	4	-6	6	2
MCL1 BIM primary	6	3	-8	4	1	9	3	0
GSTO1 inh	-9	3	3	-6	2	1	-5	-2

[17] CCc1cc2c(=O)c(-c3ccon3)c(N)oc2cc1OC
[18] Cc1cccc(N2CCN(C(=O)c3ccc4c(c3)CCN4S(C)(=O)=O)CC2)c1C
[19] C/C(=N\N1C(=O)c2ccccc2NC1c1ccccc1)c1ccccc1O (stereo not drawn)
[20] Oc1ccccc1C1CC(c2cccs2)=NC(c2cccc(Br)c2)N1 (stereo not drawn)
[21] COc1ccc(N(CC(=O)NCc2ccccc2)S(=O)(=O)c2c(C)noc2C)cc1
[22] Cc1ccsc1C(=O)N(Cc1nnc(-c2ccccc2Cl)o1)C1CC1
[23] O=c1c(-c2ccc(Cl)cc2)[n+]([O-])c2ccccc2n1OCc1ccccn1
[24] Cc1ccnc2nc(C(=O)OCCOc3ccc(Cl)cc3)nn12

Compound	17	18	19	20	21	22	23	24
Bcl-xL primary	8	4	-2	7	-3	-8	0	-2
MEX-5 binding	3.7	2.2	0.4	0.2	0.8	1.9	-2.4	-1.9
GLD-1 RNA inh	-6	-2	-6	8	10	-9	10	3
PAD4 inh	-1	1	-3	2	-2	-1	-4	-13
Fam108B counter	2	3	-4	1	1	-2	1	1
TPT1 inhibitor	-3	2	3	-2	3	2	1	5
PME-1 inh	-10	-2	1	1	-4	-1	-5	-3
MCL1 BIM primary	4	2	-5	2	-1	-8	5	2
GSTO1 inh	1	-3	16	1	3	-4	3	-7

[25] Cc1cc(NC(=O)COC(=O)c2n[nH]c3ccccc23)no1
[26] Cc1cc(C)c(S(=O)(=O)N2CCCC(C(=O)NCc3cccnc3)C2)c(C)c1 (stereo not drawn)
[27] COc1nccnc1NS(=O)(=O)c1ccc(N=Cc2c(C)[nH]n(-c3ccccc3)c2=O)cc1
[28] CC(C)(C)NC(=O)c1ccc2c(c1)C(=O)N(C1CCCCC1)C2=O
[29] N#Cc1ccc(Nc2nc(-c3ccc(O)cc3O)cs2)cc1C(F)(F)F
[30] Oc1[nH]c2ccccc2c1N=Nc1ccc(F)cc1
[31] O=C(/C=C/c1ccco1)N1CCN(S(=O)(=O)/C=C/c2ccccc2)CC1
[32] Cc1ccccc1NC(=O)c1ccccc1NC(=O)c1cccs1

Compound	25	26	27	28	29	30	31	32
Bcl-xL primary	0	1	4	6	-16	-70	-7	-1
MEX-5 binding	-3.1	2.4	-2.4	-2.1	x	-62*	-1.0	-2.0
GLD-1 RNA inh	0	2	2	12	7	-27	4	13
PAD4 inh	1	-5	-18	-2	-1	-6	-4	2
Fam108B counter	-1	1	3	-2	x	-4	-1	-3
TPT1 inhibitor	0	4	1	1	x	7	0	0
PME-1 inh	-20	4	-3	-2	61*	1	1	-1
MCL1 BIM primary	-7	3	-9	8	-26	-191	-6	-3
GSTO1 inh	-5	11	7	-4	x	-7	0	-6

[33] COc1ccccc1C(=O)Nc1nc(-c2ccc3c(c2)OCCO3)cs1
[34] CCCNC(=O)NS(=O)(=O)c1cnccc1Sc1ccc(Cl)c(Cl)c1
[35] COc1ccc(C(=O)O)nc1C
[36] Cc1ccccc1S(=O)(=O)N1[C@@H](c2ccccc2)C(C(=O)O)=CC[C@H]1c1ccc(Cl)cc1
[37] CCc1nnc(NC(=O)c2ccc(S(=O)(=O)N3CCOCC3)cc2)s1
[38] COc1ccccc1C(=O)Oc1ccc2ccc(=O)oc2c1
[39] COc1ccc(C(=O)N[C@H](C(=O)NCC2CCCCC2)C(C)C)cc1
[40] CCc1ccc(NC(=S)Nc2ccc3[nH]c(=O)[nH]c3c2)cc1

Compound	33	34	35	36	37	38	39	40
Bcl-xL primary	2	1	5	6	1	0	4	6
MEX-5 binding	1.1	0.1	0.1	x	1.3	0.9	0.5	2.5
GLD-1 RNA inh	5	-4	-6	3	2	-2	5	4
PAD4 inh	-5	-1	2	-1	4	1	1	1
Fam108B counter	-12	-3	5	0	1	8	3	0
TPT1 inhibitor	0	1	-1	-2	0	22	-1	0
PME-1 inh	-24	-5	5	-2	-12	-2	3	6
MCL1 BIM primary	1	0	-3	4	3	0	3	10
GSTO1 inh	-1	-1	-1	-191	10	9	-1	-3

# Brought forward from above: 4 compounds; new compounds follow.
[37] CCc1nnc(NC(=O)c2ccc(S(=O)(=O)N3CCOCC3)cc2)s1
[38] COc1ccccc1C(=O)Oc1ccc2ccc(=O)oc2c1
[39] COc1ccc(C(=O)N[C@H](C(=O)NCC2CCCCC2)C(C)C)cc1
[40] CCc1ccc(NC(=S)Nc2ccc3[nH]c(=O)[nH]c3c2)cc1
[41] O=C(Cc1coc2cc3c(cc12)CCC3)NCC1(N2CCCCC2)CCCCC1
[42] CCc1ccccc1NC(=S)NCC1CCN(c2ccc(OC)cc2)C1 (stereo not drawn)
[43] CCC1CCCCN1C(=O)CSc1nnc(-c2ccco2)o1 (stereo not drawn)
[44] CCOC(=O)c1cnn2cc(-c3[nH]ncc3[N+](=O)[O-])cnc12
[45] O=C(CN1C(=O)NC2(CCCC2)C1=O)Oc1ccc2ccc(=O)oc2c1
[46] CN(C)c1ccc(NC(=O)Nc2cccc(Cl)c2)cc1
[47] COc1ccc(OC)c(NC(=O)C2CCCN2C(=O)NC2CCCCC2)c1 (stereo not drawn)
[48] CC1(c2ccccc2)NC(=O)N(Cc2ccc([N+](=O)[O-])cc2)C1=O (stereo not drawn)

Compound	37	38	39	40	41	42	43	44	45	46	47	48
Bcl-xL primary	1	0	4	6	-1	10	2	1	2	12	-2	5
MEX-5 binding	1.3	0.9	0.5	2.5	1.5	2.8	x	1.4	x	0.9	2.5	-2.0
GLD-1 RNA inh	2	-2	5	4	-6	-2	-2	9	6	7	2	-2
PAD4 inh	4	1	1	1	-3	0	-2	-1	-6	-4	-1	-4
Fam108B counter	1	8	3	0	0	3	1	6	x	5	3	3
TPT1 inhibitor	0	22	-1	0	8	1	0	-1	x	1	-1	-5
PME-1 inh	-12	-2	3	6	2	4	-7	-6	7	32*	-3	-1
MCL1 BIM primary	3	0	3	10	-15	2	5	-4	1	12	2	2
GSTO1 inh	10	9	-1	-3	2	8	0	1	x	9	-5	6

[49] CC(=O)Nc1ccc(S(=O)(=O)Nc2ccc(S(=O)(=O)Nc3ncccn3)cc2)cc1
[50] OCCC1CN(Cc2cnn(-c3ccc(F)cc3)c2)CCN1Cc1ccsc1 (stereo not drawn)
[51] O=C(CC12CCC(CC1)C2)NCc1ccc2c(c1)OCO2
[52] COC(=O)C1=C(O)/C(=C\c2ccc(OCC(=O)Nc3ccccc3OC)cc2)N=C1C
[53] Cc1cc(Nc2ccc(F)cc2)n2nc(C)nc2n1
[54] CCOC(=O)C(CC)n1cnc2c(nnn2-c2cccc(OC)c2)c1=O (stereo not drawn)
[55] COC(=O)C1=C(C)NC2=C(C1c1ccc(O)cc1)S(=O)(=O)c1ccccc12 (stereo not drawn)
[56] CC#CC(=O)NC1CCCN(C2Cc3ccccc3C2)C1 (stereo not drawn)

Compound	49	50	51	52	53	54	55	56
Bcl-xL primary	4	1	4	6	7	6	6	1
MEX-5 binding	0.3	0.7	-0.9	-5.8	-0.8	-0.5	1.8	-0.3
GLD-1 RNA inh	2	3	2	-6	-3	1	1	1
PAD4 inh	-5	1	0	0	4	4	2	1
Fam108B counter	-2	4	-1	-4	1	1	4	-3
TPT1 inhibitor	1	-2	-1	-3	-7	-3	-7	-1
PME-1 inh	-7	2	-6	4	-4	2	-3	1
MCL1 BIM primary	7	15	5	2	0	-6	8	5
GSTO1 inh	-2	0	1	-8	8	6	1	6

[57] CCn1cc(C(=O)N2CCN(Cc3ccc4c(c3)OCO4)CC2)c(=O)c2ccc(C)nc21
[58] COc1cccc(C(=O)Nc2ccc(S(=O)(=O)N3CCCCC3)cc2)c1OC
[59] COc1cc(CC(=O)N(c2ccccc2)c2nc(C)cs2)cc(OC)c1OC
[60] COc1ccc(-n2ncc3c2CC(C)(C)CC3NC(=O)C2=CC(=O)CC(C)(C)O2)cc1 (stereo not drawn)
[61] CCC(O)C(C)(C)C (stereo not drawn)
[62] O=c1[nH]c(-c2ccc(O)cc2)nc2scc(-c3cccs3)c12

Compound	57	58	59	60	61	62
Bcl-xL primary	-1	2	2	2	6	4
MEX-5 binding	-2.0	1.1	-3.1	-0.1	x	-4.1
GLD-1 RNA inh	9	-2	-4	4	-3	0
PAD4 inh	0	-1	-1	1	-1	3
Fam108B counter	2	-1	-1	2	x	-1
TPT1 inhibitor	0	-3	-4	2	x	0
PME-1 inh	-2	-1	0	3	-2	-6
MCL1 BIM primary	-3	1	-5	5	8	2
GSTO1 inh	0	-3	5	-2	x	-9
